# Bioassay records from PubChem.
# K1F lysis inhibition: inhibition of K1F phage lysis, E. coli UTI89, bacterial capsule biogenesis inhibitors, alamar blue (AID 488966); 340,000 tested, 0.02% active; E. coli UTI89 K1F phage lysis, alamar blue, 2 h; higher % means a stronger effect; one-dose inhibition, % at 100 µM; IC50 in µM for titrated hits;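 active = phage lysis inhibition, versus mean bacterial control, above a set limit; inconclusive = no clear call, values can overlap the other calls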;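 note: capsule biogenesis inhibitors block K1F phage lysis so surviving cells raise fluorescence; higher fluorescence means more inhibition of phage lysis; actives were called in the ten point dose series up to 300 µM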
# RSV antiviral HEp-2: RSV antiviral activity via CPE protection, HEp-2 cells, primary 10 µM value included (AID 2391); 310,000 tested, 0.13% active; HEp-2 cells, RSV-induced CPE inhibition; higher % means a stronger effect; CPE inhibition, % at 10 µM; hits with a dose series show IC50 in µM; in the data active = a potency from the dose series; inconclusive = CPE inhibition mostly from about 23% at the one dose, without a potency; inactive = the rest, 99 in 100 with CPE inhibition below about 21%; note: strong numbers were not always called active
# CSM14.1 death rescue: rescue of cells from ER stress-induced death, primary screen, 384-well, CSM14.1, thapsigargin, ATP luminescence (AID 1222); 190,000 tested, under 10 active; cellular ATP content (survival), % at 20 µM, or EC50 in µM where a hit was titrated; CSM14.1 thapsigargin-induced death rescue, ATP luminescence; higher % means a stronger effect;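 active = EC50 below 50 µM in the dose-response confirmation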;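 note: death triggered by thapsigargin at about 15 µM added after 2 h compound pretreatment; cell ATP read after overnight thapsigargin exposure of roughly 18 to 22 hours; normalized against plate controls of thapsigargin alone and 5% DMSO vehicle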
# West Nile virus CPE: West Nile virus antiviral activity, cell-based, CPE readout (AID 1621); West Nile virus-infected cells, CPE inhibition; higher % means a stronger effect; CPE inhibition, % at 10 µM, or IC50 in µM where a hit was titrated; 290,000 tested, 0.02% active; in the data active = a potency from the dose series; inconclusive = CPE inhibition mostly from about 3.7% at the one dose, without a potency; inactive = the rest, 99 in 100 with CPE inhibition below about 2.2%; note: strong numbers were not always called active
# Large T inhibition: SV40 large T antigen inhibitors, biochemical (AID 1903); one-dose inhibition, % at 20 µM; IC50 in µM for titrated hits; SV40 large T antigen ATPase/helicase inhibition assay; higher % means a stronger effect; 310,000 tested, 0.39% active; in the data active = a potency from the dose series; inconclusive = inhibition mostly from about 32% at the one dose, without a potency; inactive = the rest, 99 in 100 with inhibition below about 32%; note: strong numbers were not always called active
# WT yeast gro inh: growth inhibition of WT strain, primary screen, mitochondrial fusion inhibitor project, WT and mutant strains, chemical genetic; mitochondrial fusion phenotypic screen; inhibition, % at 10 µM; 190,000 tested, 2.1% active; in the data active = inhibition above about 58%; tested in S. cerevisiae
# XIAP displacement: XIAP antagonists, biochemical, IAP family, fluorescence polarization (AID 1018); displacement, % at 20 µM; hits with a dose series show IC50 in µM; 200,000 tested, 0.007% active; E3 ubiquitin-protein ligase XIAP (Homo sapiens); XIAP BIR domain, fluorescence polarization peptide displacement; higher % means a stronger effect; in the data active = displacement above about 50%; note: a part of the inactive calls stands beside numbers as strong as those of hits
# Yfh1-depleted yeast: enhancers of respiration in Yfh1-depleted yeast, dose response, Friedreich's ataxia, plus single-dose screen (AID 1465) | fold induction at 50 µM, or EC50 in µM where a hit was titrated | 220,000 tested, 0.074% active | S. cerevisiae Yfh1-off respiration, WST-1 reduction, 72 h; higher fold induction means a stronger effect;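 active = fold induction of absorbance versus untreated yeast above a set limit, then at least 30% activation at any dose in follow-up; inconclusive = repeats straddling the limit, or above it without dose testing; inactive = fold induction below the set limit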;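 note: activators that raise dye reduction in frataxin-depleted yeast; strong numbers were not always called active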
# NS5 inhibitors: Dengue-2 NS5 methyltransferase inhibitors, primary screen, biochemical, confirmation dose response (AID 588689) | Genome polyprotein (Dengue virus type 2 (strain 16681-PDK53)) | Dengue-2 NS5 methyltransferase capping enzyme assay, biochemical; higher % means a stronger effect | inhibition, % at 25 µM, or IC50 in µM where a hit was titrated | 340,000 tested, 0.3% active; in the data active = a potency from the dose series; inconclusive = inhibition above about 29% without an active follow-up result
# WT yeast gro inh mutant strain: second read-out of WT yeast gro inh, no call of its own (marks repeat the call); inhibition, %; mitochondrial fusion phenotypic screen, mutant strain inhibition
# The depositor's hits bear a star; i = inactive; ? = inconclusive; . = not tested or not shown; & = joins results of further samples; [ ] = remark or other dose.
compound | K1F lysis inhibition | Large T inhibition | Yfh1-depleted yeast | NS5 inhibitors | WT yeast gro inh mutant strain | XIAP displacement | West Nile virus CPE | RSV antiviral HEp-2 | CSM14.1 death rescue | WT yeast gro inh
CC(C)(C)[C@H]1C=C(C(=O)NCc2nc3ccccc3[nH]2)O[C@@H](OCc2ccc(CO)cc2)C1 | 4.7% | 6.9% | i | -2.8% | . | . | -0.1% | 0.2% | . | .
O=C(N/N=C/C=C\c1ccccc1[N+](=O)[O-])c1ccccn1 | 0.1% | -0.9% | i | -0.9% | -8.1 | -1.6% | 0.2% | 0.4% | -3.9% | -1.8
COc1ccc(C)cc1S(=O)(=O)n1c([N+](=O)[O-])cnc1C | -0.6% | 2.4% | . | 6.6% | . | . | -0.4% | 0.1% | . | .
CCCNC(=O)Nc1ccc(C)cc1C | 0.3% | -8.2% | i | -4.6% | . | . | 0.3% | 3.5% | . | .
CCOC(=O)c1c(NC(=S)NNS(=O)(=O)c2ccc(Br)cc2)sc2c1CCCCC2 | -1.1%[50 µM] | 9.7% | . | -1.3% | . | . | -0.8% | 2.9% | . | .
S=C(Nc1ccccc1)Nc1ccc(Br)cc1 | 1.4% | 28.9% | i | 1.2% | . | . | 0.1% | 6.3% | . | .
N#Cc1c(-c2ccco2)nc(SCc2ccc(F)cc2)[nH]c1=O | -2.1% | 11.2% | i | 22.2% | 8.9 | 1.9% | 0.3% | -0.2% | -2.3% | 13.9
Cc1ccc2c(c1)c1c(n2CC(O)CNC2CCCC2)CCCC1 (stereo not drawn) | 1.2%[50 µM] | 13.0% | i | 6.3% | . | . | -0.5% | -0.6% | . | .
O=C(Nc1ccc2nc3n(c(=O)c2c1)CCCCC3)c1ccccc1Cl | 0.1% | 0.8% | i | -4.2% | -3.0 | -4.3% | 0.9% | 5.8% | 1.0% | -3.0
COc1cc(CNC(C)c2ccccc2)cc(Br)c1OCc1ccc(F)cc1 (stereo not drawn) | 0.1% | 6.7% | . | 4.0% | . | . | -1.1% | -1.4% | . | .
O=C(Cn1cnc2c(oc3ccccc32)c1=O)NCCc1ccccc1 | 3.2% | . | i | -4.1% | . | . | -0.7% | 0.7% | . | .
Cc1ccc(C(=O)C2=C(O)C(=O)N(c3ncccn3)C2c2ccc(Cl)cc2)o1 (stereo not drawn) | 0.8% | 7.9% | i | 2.7% | -1.7 | -6.3% | 0.1% | 1.2% | -1.3% | 0.3
Cc1c(CC(=O)NCC(C)C)c(=O)oc2cc3c(cc12)CCC(C)(C)O3 | 0.0% | 7.5% | . | 0.0% | . | . | -1.1% | 6.0% | . | .
COc1cccc(-c2noc(C3CCCN(C(=O)c4ccc(F)cc4F)C3)n2)c1 (stereo not drawn) | 0.2% | 20.0% | . | -0.6% | . | . | -1.2% | 2.7% | . | .
NC(=O)c1ccccc1N1CCCCC1 | -1.5% | 1.9% | i | 1.6% | . | . | 0.7% | 1.0% | . | .
C/C(CC(=O)Nc1ccc(Cl)c(Cl)c1)=N\NC(=O)C(=O)N1CCCCC1 | 0.2% | ? | i | 2.4% | -5.9 | -4.0% | -0.6% | -2.0% | -0.1% | -22.1
CCN1C(=O)C2(SC(NC(C)=O)=NN2C(C)=O)c2cc(C)cc(C)c21 (stereo not drawn) | 0.2% | 1.6% | i | -4.5% | 11.2 | -1.7% | -0.6% | 1.1% | -1.2% | 18.1
O=C(N/N=C/c1ccccn1)c1c[nH]c2ccccc12 | -1.7% | 9.4% | i | -0.8% | . | . | -0.6% | 3.1% | . | .
O=C(Cn1cnc2ccccc2c1=O)c1ccc(Br)cc1 | -1.4% | 8.9% | i | -0.8% | 4.1 | -2.3% | -0.8% | 1.4% | 1.5% | -10.6
COc1ccccc1-c1nc(-c2ccccc2)[nH]c(=O)c1C#N | 0.1% | 23.5% | . | -13.6% | 6.1 | -4.4% | . | 13.8% | -0.4% | -6.3
Cc1ccccc1NC(=O)C1CCCN(S(=O)(=O)c2cnc[nH]2)C1 (stereo not drawn) | 3.5% | 3.1% | i | -3.7% | 2.2 | -18.1% | -0.1% | -0.2% | . | -5.2
O=C(NCc1ccccn1)c1ccc(Cl)c(S(=O)(=O)Nc2ccccc2C(=O)NCc2ccccn2)c1 | 1.1% | -2.7% | i | . | 19.1 | 0.8% | -0.2% | 3.0% | 7.2% | -8.3
N#Cc1ccccc1NC(=O)CN1CCN(Cc2ccccc2)CC1 | -0.1% | 6.8% | . | -3.9% | . | . | -0.6% | 0.4% | . | .
CC1CCN(CC(CS(=O)(=O)c2ccc([N+](=O)[O-])cc2)N2CCC(C)CC2)CC1 (stereo not drawn) | 0.0% | 16.6% | i | -1.6% | . | . | -0.8% | -3.6% | . | .
CC(=O)N/N=C/c1ccccc1OCCOc1cccc(C)c1 | -0.8% | 1.2% | . | 3.1% | . | . | -0.3% | 0.5% | . | .
O=C(NCc1cccs1)C1CCCN1C(=O)Nc1ccc(Cl)cc1 (stereo not drawn) | . | 21.3% | i | . | 10.3 | -7.4% | -0.1% | -1.5% | -1.7% | 4.4
CCN(CC)S(=O)(=O)N1CCC(C(=O)NCc2ccc(C)cc2)CC1 | 1.0% | 4.5% | i | 5.7% | 17.6 | -10.2% | -0.2% | 1.1% | 2.3% | -2.2
Cc1csc(NC(=O)CSc2nnc(-c3ccncc3)o2)n1 | 0.8% | 6.3% | i | -2.1% | -12.7 | -1.0% | -0.2% | -1.6% | 1.5% | -4.6
C=CCN1C(=O)c2oc3ccccc3c(=O)c2C1c1ccc(O)c(OC)c1 (stereo not drawn) | 0.0% | -2.6% | . | -6.9% | -1.5 | -3.9% | . | 2.9% | -1.3% | -4.5
C(=C\c1ccccc1)/C=N/Nc1nc2ccccc2[nH]1 | 0.3% | 18.7% | i | -11.9% | 23.1 | -45.0% | -0.2% | 4.9% | -3.9% | 52.8
Cc1ccc(C(C(=O)NC(C)(C)C)N(CCCN2CCOCC2)C(=O)c2ccc(-c3ccccc3)[nH]2)o1 (stereo not drawn) | 0.2% | -1.7% | i | -5.3% | -1.1 | -7.7% | -0.3% | -1.0% | 7.7% | 9.0
COc1ccc(N2C(=O)CC(Nc3cccc([N+](=O)[O-])c3)C2=O)cc1 (stereo not drawn) | 0.2%[50 µM] | -2.6% | i | 5.0% | . | . | 0.8% | 0.3% | . | .
Cc1cc(C)n(CC(O)COc2ccc(F)cc2)n1 (stereo not drawn) | 0.1% | 5.6% | . | -13.6% | . | . | -0.2% | 4.0% | . | .
O=C(O)c1ccccc1OCCOc1ccccc1C(=O)O | 0.4% | 22.4% | i | -3.2% | 1.6 | -2.7% | 0.0% | 1.1% | . | -10.4
O=C(Cn1nnc2ccccc2c1=O)Nc1cccc(S(=O)(=O)N2CCOCC2)c1 | 0.6% | 2.1% | i | -3.2% | 6.3 | -7.1% | -0.1% | 0.5% | -1.9% | 0.3
Cc1ccc2nc(-c3ccncc3)[nH]c2c1 | -0.9% | 11.3% | . | -2.4% | . | . | 0.2% | 0.2% | . | .
COc1cc(C)c(S(=O)(=O)N2CCOCC2)cc1C | 1.1% | 2.7% | i | -5.5% | -7.3 | -3.6% | ? | -0.5% | 2.1% | -13.0
COc1ccc(/C=N/Nc2ncc(-c3ccccc3)cn2)c(OC)c1 | -0.1% | 6.3% | i | -1.4% | 18.1 | 1.3% | 0.5% | 0.7% | 0.2% | 27.6
Cc1cc(C)c(C(=O)COC(=O)Cn2c(C)csc2=O)cc1C | 0.0% | 4.2% | . | -4.9% | . | . | 1.3% | 2.4% | . | .
CCCOC(=O)CSC1=C(C#N)C(c2ccccc2OC)C(C#N)C(=O)N1 (stereo not drawn) | 0.6% | 0.9% | i | -15.9% | 0.1 | -1.4% | 0.1% | 4.0% | -0.6% | 2.4
Cc1ccc2ncnc(-c3ccccc3)c2c1 | 1.4% | 7.0% | . | -3.3% | . | . | -0.7% | 0.9% | . | .
O=C(c1cc(-n2cnnc2)ccc1Cl)N1CCN(c2nc(-c3ccccc3)cs2)CC1 | -0.3% | 5.9% | . | -2.7% | 17.1 | . | . | 8.4% | -0.5% | 6.0
CCOc1ccc(S(=O)(=O)Nc2nc3ccccc3nc2Cl)cc1 | 0.2% | 8.4% | . | -6.8% | . | . | -0.1% | 15.0% | . | .
CC(C)(C)n1nnnc1C(c1ccc(Cl)cc1)N1CCCc2ccccc21 (stereo not drawn) | 0.5% | 3.0% | i | 0.8% | 10.5 | -3.3% | -1.1% | 1.6% | -0.7% | 54.8
Cc1nnc(SC(C)C(=O)Nc2sc3c(c2C#N)CCCC3)[nH]c1=O (stereo not drawn) | 0.0% | 6.5% | . | -0.8% | . | . | -0.2% | 1.0% | . | .
COC(=O)c1cc(Nc2cc(C)nc3ncnn23)cc(C(=O)OC)c1 | -0.2% | 16.3% | . | -0.7% | 0.8 | -5.9% | . | -0.1% | -2.8% | 7.3
CCOC(=O)c1ccc(NC(=O)NC2CC3CCC(C2)N3Cc2nnnn2Cc2ccco2)cc1 (stereo not drawn) | -0.2% | 23.4% | i | 1.6% | -1.9 | -0.6% | 0.4% | . | -0.7% | -0.7
CCOC(=O)Cc1csc(NC(=O)COc2ccc(C)cc2)n1 | -0.1% | 1.4% | i | -8.6% | 0.2 | -4.7% | 0.2% | 4.6% | -2.0% | 4.8
O=C(N/N=C/c1cccc(O)c1)c1ccc(NC(=O)c2cccc([N+](=O)[O-])c2)cc1 | -0.1% | 7.2% | i | -16.8% | -4.1 | -4.5% | -0.5% | 1.9% | -1.5% | -8.3
CC1(C)CCC(C)(C)NC(=S)N1 | -5.4% | 0.7% | i | -6.9%&0.0% | -3.0 | -6.9% | -0.1% | 1.7% | -1.5% | 6.8
CCOc1ccc(OCc2cccc(C(=O)Nc3ccc(CN4CCCCC4)cc3)c2)cc1 | 13.6% | 9.6% | i | -3.6% | 8.9 | -2.4% | -1.5% | -1.9% | -2.3% | 26.1
O=C(Nc1ccncc1)Nc1ccccc1Cl | -0.2% | 10.0% | . | 1.3% | . | . | -1.1% | 3.2% | . | .
O=C(c1ccco1)N(CCCN1CCOCC1)c1nc(-c2ccc(F)cc2)cs1 | -0.1% | 0.5% | i | 2.8% | 1.2 | -19.1% | 1.4% | -1.0% | -1.4% | 0.4
CCOc1ccccc1NC(=O)CCS(=O)(=O)c1ccc(Br)cc1 | -0.1% | 21.3% | . | -5.9% | . | . | -0.8% | 2.9% | . | .

# Whole records as entered above. Order of screens: K1F lysis inhibition	Large T inhibition	Yfh1-depleted yeast	NS5 inhibitors	WT yeast gro inh mutant strain	XIAP displacement	West Nile virus CPE	RSV antiviral HEp-2	CSM14.1 death rescue	WT yeast gro inh
# CCOC(=O)Cc1csc(NC(=O)COc2ccc(C)cc2)n1 as listed: -0.1%	1.4%	i	-8.6%	0.2	-4.7%	0.2%	4.6%	-2.0%	4.8
# O=C(Nc1ccncc1)Nc1ccccc1Cl as listed: -0.2%	10.0%	.	1.3%	.	.	-1.1%	3.2%	.	.
